Source: PubChem
TAG inh – inhibitors of triacylglycerol accumulation, primary screen, cell-based, uHTS, fluorescence, H9c2; H9c2 cells, Nile Red lipid (TAG) fluorescence; cells loaded with 200 µM oleic acid; inhibition, % at 12.5 µM; actives 0.66% (n = 230,000);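 active = pattern-corrected inhibition of lipid staining of at least 50% with the nuclear-stain viability signal not falling by more than 50%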;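 note: 0% = DMSO wells and 100% = triacsin C control wells; some results filed as inactive read as strong as hits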
TAG inh DAPI viability – also measured in TAG inh; calls as there; DAPI nuclei signal change (viability), lower = more cytotoxic, %;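 whole-well DAPI fluorescence read on a plate reader as a viability signal; minus 50 percent equals half of cells still viable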
* = called active by the depositor; & = joins results of further samples.

SMILES	TAG inh	TAG inh DAPI viability
Cc1ccccc1NC(=O)c1ccc([N+](=O)[O-])o1	68.2	-64.1
O=C1NC(=S)N/C1=C\c1ccc(Oc2ccc(C(F)(F)F)cc2[N+](=O)[O-])c(Cl)c1	5.0	-7.0
COc1ccc(COCC(O)CN2CCOCC2)cc1OC (configuration not stated)	-36.3	-4.4
CC(=O)N1CCc2cc(S(=O)(=O)Nc3cccc(C(F)(F)F)c3)ccc21	-16.8	9.5
Cc1cccc(C)c1OCc1cc(C(=O)NCC2CC2)no1	3.9	-0.8
CCn1nc(C)c(NC(=O)c2cnn3c(C(F)F)cc(-c4ccccc4)nc23)c1C	4.9	-5.6
O=C(Cn1ncc2c(=O)oc3ccccc3c21)N1CCC(N2CCCCC2)CC1	9.4	3.9
CCOc1ccc(Cl)cc1C1=CC(=O)C[C@H](c2ccc(OC)cc2)C1	38.1	-21.4
O=C(CN1c2cccc3cccc(c23)S1(=O)=O)NCc1ccc(F)cc1	-5.8	6.3
O=S(=O)(Nc1ccccc1)c1cccc2nonc12	-1.5	-1.0
CC(C)(C(=O)O)c1ccc(C(O)CCCN2CCC(C(O)(c3ccccc3)c3ccccc3)CC2)cc1 (configuration not stated)	-4.2	-7.9
CCOC(=O)c1ccc(NC(=O)Cn2nnc3ccccc32)cc1	-10.8	5.1
O=C(Cc1ccc(Br)cc1)Nc1ccc(S(=O)(=O)N2CCCC2)cc1	-47.0	1.6
O=C1C[C@@H]2c3c(cccc3CN1Cc1ccc(F)cc1)C[C@@H](O)[C@H]2O	0.6	-5.7
CN(C(=O)COC(=O)CCC(=O)c1ccccc1)c1c(N)n(Cc2ccccc2)c(=O)[nH]c1=O	-13.0	-1.6
Cc1ccc(C(=O)COC(=O)c2cccc([N+](=O)[O-])c2)s1	8.4	-6.2
COc1cccc(CN2CCC(C(=O)NC(C)c3cccc4ccccc34)CC2)c1 (configuration not stated)	-8.3	5.3
COc1ccccc1C(=O)NC(CCSC)C(=O)NNC(=O)c1ccccc1O (configuration not stated)	0.6	-7.9
O=C(O)C1CC(O)CN1C(=S)Nc1ccccc1 (configuration not stated)	7.6	-9.8
CCOc1cc(N2CCOCC2)c(OCC)cc1NC(=O)c1nn(CC)c(=O)c2ccccc12	40.5	-12.3
O=C(O)Cc1csc(-c2cccc(Oc3ccccc3)c2)n1	2.7&9.3	6.4&-6.6
CCCn1c(C)cc(/C=C(\C#N)C(=O)OCC(=O)NC(=O)NCC)c1C	1.1	1.4
CC1CCc2cc(F)ccc2N1C(=O)CN1C(=O)c2ccccc2C1=O (configuration not stated)	8.4	11.0
CCOc1ccccc1/C=N/NC(=O)c1cccc(S(=O)(=O)N2CCOCC2)c1	-28.5	-2.6
CCOC(=O)c1cc(-c2csc(Nc3ccccc3Cl)n2)on1	-14.0	5.6
CCOc1ccc(CN(C)CC(=O)Nc2cccc(S(=O)(=O)N(C)c3ccccc3)c2)cc1	-19.2	6.4
C/C(=N/NC(=O)c1sc(NS(=O)(=O)c2ccc(C)cc2)nc1C)c1sc(N)nc1C	-31.9	-3.6
O=C(c1ccccc1)c1ccc2c(c1)OCCOCCOCCO2	-0.3	-4.4
CCCC(c1nnnn1C1CCCCC1)N1CCN(c2ncccn2)CC1 (configuration not stated)	-5.1	11.0
COC(=O)/C(=C\Nc1ccc(Cl)cc1Cl)NC(=O)c1ccccc1	-10.2	-3.2
CCOC(=O)c1cc2ccc(OC)cc2oc1=O	-8.8	1.9
O=C(CSc1ccc(Cl)cc1)NC1CCCC1	-8.6	10.9
O=C(Nc1cc(C(F)(F)F)ccc1N1CCOCC1)c1cccs1	8.4	0.5
CC(C)C(NC(=O)c1ccc(C(C)(C)C)cc1)C(=O)Nc1ccc(N2CCOCC2)cc1 (configuration not stated)	21.2	2.9
CC(=O)c1ccc(NC(=O)c2cc3ccccc3o2)cc1	3.2	-1.4
O=C(NNC(=O)c1ccncc1)Nc1cccc([N+](=O)[O-])c1	17.5	-9.4
CC(C)NC(=O)c1ccc2c(=O)n(C3CCCC3)c(=S)[nH]c2c1	-8.0	5.0
COc1cc2nc(C3CCC3)n(NC(=O)c3ccco3)c(=O)c2cc1OC	-4.8	-6.7
CC(=O)c1ccc(NC(=O)CSc2ccsc2[N+](=O)[O-])cc1	8.9	-4.9
O=C(c1ccc(Cl)cc1)[C@@H]1[C@@H]2C(=O)N(c3cccc4ccccc34)C(=O)[C@@H]2C2c3ccccc3C=NN21 (some centres not stated)	-6.8	2.0
O=C(C1CCCN(S(=O)(=O)c2ccccc2)C1)N1CCCc2ccccc21 (configuration not stated)	-31.4	5.7
O=C1c2[nH]nc(-c3ccccc3O)c2C(c2ccccc2)N1Cc1ccco1 (configuration not stated)	12.6	-25.8
COc1cccc(NC(=O)C(=O)NCCCN2CCCC2=O)c1	1.8	1.8
COc1ccc(OC)c(C2=C/C(=C/c3ccccn3)C(=O)O2)c1	-13.0	6.1
O=C(CC(=O)c1ccccc1)CS(=O)(=O)c1ccccc1	13.5	-3.2
CCC(Cc1ccccc1)NC(=O)c1ccc2nc(N3CCOCC3)sc2c1 (configuration not stated)	11.9	-5.5
COc1ccc2c(c1)c(=O)cc(-c1ccccc1)n2C	4.2	1.1
Cc1nn(C)c(C(=O)N2CCN(C(=O)c3ccco3)CC2)c1[N+](=O)[O-]	6.0	15.6
COCCNC(=O)C1(C)CCCN(C(=O)c2c(F)ccc(C)c2F)C1 (configuration not stated)	4.4	-2.0
O=C(NC(=S)Nc1ccc2oc(=O)ccc2c1)c1cc2ccccc2o1	-0.7	2.5
COc1ccc(SCC(=O)Nc2ccccc2Cl)cc1	-10.6	-9.8
Cn1ccnc1SCC(=O)Nc1ccc2c(c1)OCCO2	13.0	-4.9
Cc1ccc2nc(-c3cc(-c4ccccc4)no3)cn2c1	-0.4	-0.9
CCOC(=O)CSc1nc(N)c2c3c(sc2n1)CCCC3	-12.0	1.3
CC1CCN(c2cc(N3CCN(C(=O)c4ccc(F)c(F)c4)CC3)c([N+](=O)[O-])cc2F)CC1	-10.3	4.7
Nc1ccccc1/C=N\N=C/c1ccccc1N	17.2	-5.8
CN(C)c1ccc(C(O)P(=O)(OC2CCCCC2)OC2CCCCC2)cc1 (configuration not stated)	0.3	-5.7
CC(C)CC(=O)N1CCC(O)(CS(=O)(=O)c2ccc(Cl)c(Cl)c2)CC1	17.4	-5.5
COc1ccc(C(C)C)cc1S(=O)(=O)N1CCN(c2ccccc2)CC1	-2.3	0.4
CN(C(=O)CCc1nnc(Cc2ccc(-c3ccccc3)cc2)o1)C1CCOCC1	-6.7	3.3

Carrying on.
SMILES	TAG inh	TAG inh DAPI viability
O=c1[nH]cc(S(=O)(=O)N2CCN(c3ccccc3F)CC2)c(=O)[nH]1	31.4	-1.9
O=C(CSc1ccc(-c2ccccn2)nn1)Nc1ccc(F)c(F)c1	-20.5	-1.3
COc1ccc(-c2oc3cc(O)c(OC)c(O)c3c(=O)c2OC)cc1O	38.7	-18.4
CCN1CCN(c2c(S(=O)(=O)c3ccc(C)c(C)c3)cnc3ccc(F)cc23)CC1	16.2	-6.2
Cc1ccc(CN2CCN(Cc3c(C)nn(C(C)C)c3C)CC2CCO)o1 (configuration not stated)	-11.9	0.3
O=C(Nc1nnc(S(=O)(=O)N2CCCC2)s1)c1ccccc1F	3.2	9.7
O=C(O)/C(=C\c1ccc(Cl)c([N+](=O)[O-])c1)c1ccc(S(=O)(=O)N2CCCC2)s1	6.2	7.9
CCOc1cccc(-c2cc(=O)[nH][nH]2)c1	-11.3	-0.8
O=C(COC(=O)CNC(=O)c1ccccc1)NCCCc1ccccc1	2.7	4.7
COc1ccc(S(N)(=O)=O)cc1C(=O)NCCCN1CCN(c2cccc(Cl)c2)CC1	1.5	5.4
CCN1C(=O)NC(c2ccccc2)C1=O (configuration not stated)	10.0	4.2
COCc1c(C(=O)OCc2nnc(-c3ccc([N+](=O)[O-])cc3)o2)oc2ccccc12	-2.9	0.0
CC(C)CC1NC(=O)N(CC(=O)Nc2cc([N+](=O)[O-])ccc2F)C1=O (configuration not stated)	-9.2	10.8
Cc1ccc(S(=O)(=O)N2CCN(C(=O)CCC(=O)NCc3cccc(C(F)(F)F)c3)CC2)cc1	-3.9	-2.1
COc1ccccc1NC(=O)C(C)OC(=O)Cn1cnc2c1c(=O)n(C)c(=O)n2C (configuration not stated)	6.6	3.1
CCOC(=O)C1=CN(Cc2cccc(F)c2)S(=O)(=O)N(CC)C1c1ccc(F)c(Cl)c1 (configuration not stated)	12.6	4.1
O=C(CSc1c2c(nc3ccc(Cl)cc13)CCCC2)N1CCN(C(=O)c2ccco2)CC1	23.4	-10.3
CC(C)CNC(=O)c1ccccc1NC(=O)CSCc1ccccc1	-8.5	4.5
CCCC(C(=O)Nc1ccncc1)c1ccccc1 (configuration not stated)	-29.7	4.3
O=C(COC(=O)c1cc2ccccc2cc1O)NCc1ccccc1	-13.7	2.5
CCCn1c(N)c(C(=O)COC(=O)/C=C/c2ccc(OC(F)F)c(OC)c2)c(=O)[nH]c1=O	-7.1	-0.9
COCc1c(C(=O)NC2CCCCCC2)oc2ccccc12	1.3	-17.4
CC(=O)/C(N=Nc1cc2c(cc1[N+](=O)[O-])OCCO2)=C(\C)O	0.8	0.6
COc1ccc(C(=O)Nc2ccc(S(=O)(=O)Nc3cnc4ccccc4n3)cc2)cc1	13.7	-10.8
COc1ccc(-c2nnc(SCC(=O)N(C)C3CCS(=O)(=O)C3)n2C(C)C)cc1 (configuration not stated)	-3.2	11.4
CCOC(=O)c1c(C)n(C)c2cc([N+](=O)[O-])c(O)c([N+](=O)[O-])c12	-9.3	2.7
COc1cc(-c2nc(CN(C)Cc3nnc(C)o3)c(C)o2)ccc1F	12.2	-1.3
N#CCCSc1nc(N2CCOCC2)c2c(c1C#N)CCCC2	20.0	-5.4
CCOC(=O)c1nnn(CC(=O)Nc2cccc(OC)c2)c1C(=O)OCC	-7.0	0.6
Cc1ccc2c(c1)c1c3n2CCN=C3CCC1	5.8	8.9
COc1ccc(Br)cc1C(=O)N/N=C/c1ccc([N+](=O)[O-])cc1	-3.4	-5.8
CC(OC(=O)Cc1ccc(Br)cc1)C(=O)NC1CCCCC1C (configuration not stated)	-7.4	7.2
COc1ccc(/C=N/NS(=O)(=O)c2ccc(F)cc2)cc1CN1CCSCC1	11.6	-14.0
CCCSc1cc(NCCOC(C)=O)c([N+](=O)[O-])c2nonc12	-11.7	6.0
CCOc1ccc(NS(=O)(=O)c2ccc(C(=O)NC3CCN(Cc4ccccc4)CC3)cc2)cc1	3.9	-2.5
Cc1cc(C)n2nc(CNS(=O)(=O)c3ccc(F)cc3)nc2n1	-3.2	-5.6
CCn1nnc2cc(C(=O)N(CCOC)CC(=O)Nc3cccc(C)c3C)ccc21	7.6	-6.0
O=C1COc2ccc(C(=O)COc3ccc([N+](=O)[O-])cc3)cc2N1	9.7	-9.1
O=C(CCNC(=O)c1ccc([N+](=O)[O-])cc1)Nc1cc(C(F)(F)F)ccc1N1CCOCC1	12.5	-8.4
O=C(NCCc1ccc(C(F)(F)F)cc1)c1ccc2c(c1)OCO2	-20.1	-2.7
CCOC(=O)c1c(NC(=S)Nc2ccc(F)cc2)sc2c1CCC2	7.2	1.8
Cc1sc(NC(=O)CN2CCN(c3ccccn3)CC2)c(C#N)c1C	-72.8	-10.9
NC(=O)/C(=C\c1cccnc1)NC(=O)c1ccccc1	-31.1	10.2
O=C(CC1C(=O)NCCN1Cc1c(F)cccc1Cl)NC1CCCC1 (configuration not stated)	-7.4	12.5
CC(OC(=O)/C=C/c1ccc(Br)cc1)C(=O)N1CCOCC1 (configuration not stated)	6.4	0.6
O=C(COc1cccnc1[N+](=O)[O-])NCc1cccs1	6.1	-7.4
O=C(NN=Cc1ccccc1)NN=Cc1ccccc1	-2.7	1.4
Cc1ccc(NC(=O)C2(C)CCN2C(=O)C2(c3ccc(Cl)cc3)CC2)cc1 (configuration not stated)	-13.4	-5.8
COc1ccc2c(C)cc(SCC(=O)NCC3CCCO3)nc2c1 (configuration not stated)	0.4	7.4
Cc1ccc(NC(=O)Nc2cc(C)on2)cc1	-7.4	3.0

Only part of the results is shown, so the mix of outcomes need not match the whole.
